Screening data: PubChem, National Center for Advancing Translational Sciences (NCATS)
Giardia FBPA inh: qHTS Assay for Inhibitors of Fructose-1,6-bisphosphate Aldolase from Giardia Lamblia | Potency, µM (highest dose often 59.6 µM), without a hit: top-dose activity, negative = inhibition, hits mostly inhibitors | purified Giardia FBPA | 290,000 tested, 0.71% active; also: potency is read from the fitted curve at half-maximal effect; % is scaled to controls: 0 for no effect and ±100 for the full control effect; nearly all actives have a fitted effect of over 55% in size
Target sequence (A8B2U2 whole entry, looked up): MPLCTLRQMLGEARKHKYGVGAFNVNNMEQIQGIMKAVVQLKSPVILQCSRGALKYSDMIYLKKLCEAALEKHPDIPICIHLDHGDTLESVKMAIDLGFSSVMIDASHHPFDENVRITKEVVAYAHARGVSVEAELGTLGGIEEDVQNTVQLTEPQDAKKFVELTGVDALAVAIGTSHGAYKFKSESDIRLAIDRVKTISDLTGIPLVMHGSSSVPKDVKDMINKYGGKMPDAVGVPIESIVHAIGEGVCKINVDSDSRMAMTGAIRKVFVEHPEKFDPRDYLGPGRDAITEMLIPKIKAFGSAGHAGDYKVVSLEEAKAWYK
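40 nM FBPA preincubated 10 min at RT with compound (up to 57.5 uM final), then substrate plus GAPDH/TPI/NAD/arsenate coupling and diaphorase/resazurin added. Fluorescence read after 20 min at RT, 525/598 nm.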
HCV inhibitor: qHTS Assay for Inhibitors of Hepatitis C Virus (HCV). Huh7.5.1 HCVcc-Cre infection, luciferase reporter, 44 h. Potency, µM (titrated, usually from 41.8 µM), for inactives: at the highest dose activity change, negative = inhibition, hits mostly inhibitors. 340,000 tested, 3.4% active. AID 651820, 2012; also: potency is read from the fitted curve at half-maximal effect; % is scaled to controls: 0 for no effect and ±100 for the full control effect
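A cell-based infection assay in which seeded cells (1,000 per well) receive test compound after 4 h, are inoculated with HCVcc-Cre at approximately 0.5 moi, and are incubated 44 h before luminescence detection.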
Shiga toxin inh: A qHTS for Small Molecule Inhibitors of Shiga Toxin | inhibition, % at 38.7 µM | Vero cells, Shiga toxin protein synthesis inhibition reporter | 290,000 tested, 9.2% active; in the data active = inhibition mostly above about 28%, no sharp cut-off; inactive = mostly below about 43%; also: 0% is about no effect
Pf growth 48h: Primary qHTS for delayed death inhibitors of the malarial parasite plastid, 48 hour incubation; P. falciparum luciferase growth in erythrocytes, 48 h; Potency, µM (series often up to 28.7 µM), for the others: at the top dose activity change, negative = inhibition, usual class: inhibitors; 310,000 tested, 5.9% active; AID 504832, 2011; also: potency is read from the fitted curve at half-maximal effect; % is scaled to controls: 0 for no effect and ±100 for the full control effect
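In quantitative HTS format, infected erythrocytes bearing luciferase-reporter parasites were treated for a single generation at 37 C. Luminescence after adding detection reagent served as the growth measure.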
Pf growth 96h: Primary qHTS for delayed death inhibitors of the malarial parasite plastid, 96 hour incubation; P. falciparum luciferase reporter growth, 96 h; Potency, µM (titrated, usually from 28.7 µM), inactives show top-dose activity change, negative = inhibition, usual class: inhibitors; 320,000 tested, 6.9% active; also: potency is read from the fitted curve at half-maximal effect; % is scaled to controls: 0 for no effect and ±100 for the full control effect
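Luminescence readout: decreased luciferase signal marks inhibited growth of reporter-expressing P. falciparum in infected red cells (2% hematocrit, 0.05% parasitemia final), exposed to compound two generations (96 h, 37 C, 5% CO2).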
CHX counter: Cycloheximide Counterscreen for Small Molecule Inhibitors of Shiga Toxin; max response, %; 300,000 tested, 12% active; AID 2314, 2010; cell reporter, cycloheximide protein synthesis inhibition counterscreen; in the data active = max response mostly above about 13%, no sharp cut-off; inactive = mostly below about 14%; also: read at 38.3 µM for the half of the compounds with a filed dose; 0% is about no effect
* marks the source's active call; other numbers are inactive results; u = inconclusive; x = not tested or not shown; & = joins results of further samples; [ ] = dose if it differs, or a comment. Unless noted, calls follow the shape of the dose curve; as a rule, active = well fitted curve in the direction sought with a large enough effect; inconclusive = small, poorly fitted or top-dose-only effect, or another doubt; inactive = no such curve, though single readings can be large; an effect the other way counts as inactive or inconclusive.

cpd	Molecule	Shiga toxin inh	Pf growth 96h	CHX counter	HCV inhibitor	Pf growth 48h	Giardia FBPA inh
1	CC1CC(C)CN(CCCNC(=O)c2ccc3c(c2)ncn3C2CCCC2)C1 (stereo unspecified)	15	10µM*	6	-19%	u	8%
2	CC(C)(C)c1cc(Cl)ccc1OCCn1ccnc1	-13	u	1	-10%	5.9µM*	18µM*
3	Cc1ccc2cccc(O)c2[n+]1[O-]	-8	u	-3	-13%	18%	u
4	COc1cccc(OC)c1NC(=O)CN1CCC(NC(=O)c2cccc(F)c2)CC1	-5	u	-4	-18%	-2%	5%
5	Cn1c(Nc2ccccc2)nc2ccccc21	52	u	25*	16%	3%	-10%
6	O=C(N/N=C/c1cc2c(c([N+](=O)[O-])c1)OCO2)c1ccncc1	x	2.3µM*	-2	-8%	75%[activator]	-3%
7	CCOC(=O)c1ccccc1NS(=O)(=O)c1c(C)nc2sccn2c1=O	-10	15µM*	-4	0%	u	0%
8	O=C(Nc1cccc([N+](=O)[O-])c1)c1cccc(C(=O)Nc2cccc([N+](=O)[O-])c2)c1	-3	u	-5	0%	2.9µM*	0%
9	CC1(C)CC(=O)C(C=NCCN2CCN(C(=O)NC34CC5CC(CC(C5)C3)C4)CC2)=C(O)C1	5	-5%	-4	9%	u	3%
10	CCOc1ccccc1NC(=O)COC(=O)Cc1ccsc1	x	22%	x	12%	-22%	x
11	O=C(N/N=C/c1cccnc1)c1ccc(O)cc1	40	3%	19*	-1%	28%	4%
12	COc1ccccc1C(=O)Nc1ccon1	-7	16%	6	x	x	0%
13	COc1cc2cc(C)c3nnc(SCC(N)=O)n3c2cc1OC	-13	u	-3	x	20%	-4%
14	O=C(Nc1ccc(N2CCOCC2)cc1)c1cc(-n2cnnc2)ccc1Cl	-3	-10%	-3	x	10%	x
15	Cc1nc2ccccc2c(=O)n1-c1ccc(F)cc1	-2	-1%	-1	6%	19%	10%
16	O=C(O)C1CCCN(S(=O)(=O)c2ccc(Br)cc2)C1 (stereo unspecified)	-5	u	-5	7%	x	8%
17	Cc1cccc(N2CCN(C(=O)CCNS(=O)(=O)c3ccc4c(c3)oc(=O)n4C)CC2C)c1 (stereo unspecified)	-4	u	-1	-14%	u	x
18	CN1c2ccccc2Sc2cc(N)ccc21	1	-15%	-3	-3%	u	-1%
19	O=C(CCSc1nnc(-c2ccncc2)o1)Nc1ccccc1Cl	-3	x	1	12%	7%	0%
20	CCOc1ccc(C2CC(c3cccc(OC)c3OC)n3nnnc3N2)cc1Cl (stereo unspecified)	-12	5%	-3	11µM*	12µM*	-3%
21	CN1CCN(Cc2nnc(-c3ccccc3)o2)CC1	7	0%	0	18%	41%[activator]	-6%
22	CCC(c1nnc(SCC(=O)Nc2cccc(S(N)(=O)=O)c2)n1Cc1ccccc1)N(C)C (stereo unspecified)	25	-20%	-6	u	-5%	1%
23	CCOC(=O)c1cccc(NC(=O)C(NS(=O)(=O)c2ccc3c(c2)CCN3C(C)=O)C(C)C)c1 (stereo unspecified)	2	u	-2	7%	-30%	0%
24	CCSc1nnc2c(n1)OC(c1ccc(C(=O)O)cc1)N(C(C)=O)c1ccccc1-2 (stereo unspecified)	-5	51%[activator]	-2	-10%	x	5%
25	C=CCc1c(C)nc(SC)nc1Nc1ccccc1	-20	4%	6	u	u	-13%
26	CC12CCC(C(=O)Nc3cccc4ccccc34)(C1Br)C2(C)C (stereo unspecified)	-5	u	1	-28%	u	1%
27	CC(C)NC(=O)C(=O)NCCc1ccc(Cl)cc1	-10	7%	2	-1%	x	-1%
28	CC1CCC(NC(=O)C(C)N2C(=O)C3CCCCC3C2=O)CC1 (stereo unspecified)	x	20%	x	16%	57%[activator]	x
29	O=[N+]([O-])c1ccccc1/C=C/CN1CCC(O)CC1	-8	u	0	-11%	20%	u
30	CCCn1c(N2CCN(CC(=O)c3c(C)n(C)c4ccccc34)CC2)nc2c1c(=O)[nH]c(=O)n2C	-19	134%[activator]	-5	-19%	0.083µM*	-3%

Shown with one line to a screen: entries from further up
30: CCCn1c(N2CCN(CC(=O)c3c(C)n(C)c4ccccc34)CC2)nc2c1c(=O)[nH]c(=O)n2C
28: CC1CCC(NC(=O)C(C)N2C(=O)C3CCCCC3C2=O)CC1 (stereo unspecified)
25: C=CCc1c(C)nc(SC)nc1Nc1ccccc1
23: CCOC(=O)c1cccc(NC(=O)C(NS(=O)(=O)c2ccc3c(c2)CCN3C(C)=O)C(C)C)c1 (stereo unspecified)
21: CN1CCN(Cc2nnc(-c3ccccc3)o2)CC1
29: O=[N+]([O-])c1ccccc1/C=C/CN1CCC(O)CC1
entry no.	30	28	25	23	21	29
Shiga toxin inh	-19	x	-20	2	7	-8
Pf growth 96h	134%[activator]	20%	4%	u	0%	u
CHX counter	-5	x	6	-2	0	0
HCV inhibitor	-19%	16%	u	7%	18%	-11%
Pf growth 48h	0.083µM*	57%[activator]	u	-30%	41%[activator]	20%
Giardia FBPA inh	-3%	x	-13%	0%	-6%	u

More records follow.
cpd	Molecule	Shiga toxin inh	Pf growth 96h	CHX counter	HCV inhibitor	Pf growth 48h	Giardia FBPA inh
31	CCOC(=O)c1c(/N=C/C2C(=O)CC(C)(C)CC2=O)sc2c1CCCC2	-9	-2%	0	7%	-4%	3%
32	COc1ccccc1C1CCN(C(=O)C2CCCCC2)CC1	-6	-21%	-2	-6%	-27%	2%
33	Cc1ccc2cc(CCNC(=O)C(=O)c3c(C)[nH]c4ccccc34)c(=O)[nH]c2c1	-23	-26%	-3	7%	u	0%
34	Cc1ccc(S(=O)(=O)N2CCC(C(=O)N[C@@H](C)C(=O)NCCc3ccccc3)CC2)cc1	26	u	-4	-20%	-10%	7%
35	COc1c(S(=O)(=O)N2CCN(C(=O)c3ccco3)CC2)ccc(Cl)c1Cl	-7	27%	-2	-7%	9%	-2%
36	O=S(=O)(c1ccccc1)N1CCC(=NO)CC1	1	20%	4	16%	15%	4%
37	COc1cccc(/C=C/c2ccc3ccccc3n2)c1OC(C)=O	43*	-2%	28*	u	-24%	-24%
38	Cc1cc(NS(=O)(=O)c2ccc(NC(=S)NC(=O)c3ccc(C(C)(C)C)cc3)cc2)no1	13	u	-1	16%	-27%	-21%
39	Cc1ccc(S(=O)(=O)N(CC2CO2)c2cccc([N+](=O)[O-])c2)cc1 (stereo unspecified)	-2	60%[activator]	-4	-18%	30%[activator]	6%
40	Cc1cc(C)cc(C(=O)NCC(=O)NCCc2c[nH]c3ccccc23)c1	3	3%	13	-4%	-29%	0%
41	CCOC(=O)C1=C(C)n2c(s/c(=C/c3cccc([N+](=O)[O-])c3)c2=O)=NC1c1ccc(O)c(OC)c1 (stereo unspecified)	-2	x	-4	8.9µM*	2.9µM*	0%
42	COc1ccnc(Oc2ccccc2)c1-c1ncn[nH]1	-4	0%	-3	9%	21%	1%
43	Cc1ccc(S(=O)(=O)N2CCCC(C(=O)N3CCN(c4ccccc4)CC3)C2)cc1 (stereo unspecified)	-8	-11%	-3	x	u	2%
44	Oc1ccccc1N1CCN(Cc2ncc(-c3ccccc3)o2)CC1	43	13%	8	-12%	11%	6%
45	Cc1cccc(NC(=S)N(CCCN2CCCC2)Cc2cccn2Cc2ccc(Cl)cc2)c1	-3	3%	-3	u	u	-3%
46	Nc1nc(Nc2ccccc2)nc(NCc2ccco2)c1[N+](=O)[O-]	0	u	-2	u	u	-5%
47	O=[N+]([O-])c1ccc(Cl)c(C[n+]2cccc3ccccc32)c1	-17	30%[activator]	-1	-29%	u	-3%
48	COc1ccccc1CN1CCCC(C(=O)c2ccccc2SC)C1 (stereo unspecified)	-16	u	-2	-45%	u	-1%
49	O=C(NC(=S)Nc1ccc(CN2CCOCC2)cc1)c1ccccc1[N+](=O)[O-]	2	13%	13	-3%	-12%	3%
50	O=C(Nc1ccc2c(c1)CCC2)c1cnc(Cl)c(Cl)c1	103*	231%[activator]	67*	u	183%[activator]	-4%
51	CCN(CC)CCNC(=O)/C(=C/c1cn(CC)c2ccccc12)NC(=O)c1cc(OC)c(OC)c(OC)c1	-13	u	-2	5%	-1%	2%
52	CCN(CC)c1ccc(/C=N/N2CCN(Cc3cccc4ccccc34)CC2)c(O)c1	-5	u	-5	-2%	u	-1%
53	COc1cc2c(cc1OC)C(NC(=O)c1ccc(C)cc1)CC2=O (stereo unspecified)	-6	38%[activator]	-4	6%	-1%	6%
54	CC(=O)Nc1ccc(Nc2cc(N(C)C)c3nonc3c2[N+](=O)[O-])cc1	-5	1%	-3	5%	-18%[0.00184 µM]	-13%
55	CCOC(=O)C1=C(C)N=c2s/c(=C/c3ccco3)c(=O)n2C1c1cccc(OC)c1 (stereo unspecified)	33	-9%	21*	u	u	-19%
56	CCOc1ccc(N2C(=O)CC(N(CCc3ccc(OC)c(OC)c3)C(=O)/C=C/C(=O)O)C2=O)cc1 (stereo unspecified)	-15	7%	-2	4%	-5%	3%
57	COc1ccccc1CNC(=O)CCCNS(=O)(=O)c1cccc2nsnc12	11	11%	-2	6%	40%[activator]	-2%
58	Cc1nc2ccccc2cc1C(=O)N/N=C/c1ccco1	-12	0%	2	-4%	3%	1%
59	Cc1nc2nc[nH]n2c(=O)c1C/C=C/c1ccccc1	-4	u	10	-2%	u	0%
60	CCS(=O)(=O)N1Cc2ccccc2CC1C(=O)Nc1ccc(OC)cc1OC (stereo unspecified)	25	-17%	3	-2%	-5%	-13%
61	O=C(Cc1cccs1)NCc1cccc(C(F)(F)F)c1	62*	13%	36*	0%	1%[0.00184 µM]	-2%
62	O=C(COC(=O)CNC(=O)c1ccccc1F)Nc1ccc2c(c1)OCO2	x	22%	x	16%	7%	x
63	O=C(C1CCCN(Cc2nc(-c3cccs3)no2)C1)N1CCOCC1 (stereo unspecified)	-7	10%	-3	6%	23%	3%
64	COc1cccc(CN2C(=O)C3CCCN3c3ccc(S(=O)(=O)N4CCOCC4)cc32)c1 (stereo unspecified)	-14	1.2µM*	-3	x	1µM*	-1%
65	Cc1cccc(NC(=O)CSc2ncnc3sc(C)cc23)c1	36	42%[activator]	4	-22%	15%	4%
66	O=C(NCCc1ccccc1Cl)C1CCC(=O)N(Cc2cccc(C(F)(F)F)c2)C1 (stereo unspecified)	-28	63%[activator]	2	-15%	16%	x
67	COc1ccc(/C=C/C(=O)c2cc(Cl)ccc2O)c(OC)c1	50*	u	25*	-16%	u	2%
68	O=C(NC1CCCC1)C(=O)N(c1ccccc1F)C(C(=O)NCC1CCCO1)c1cccs1 (stereo unspecified)	-8	u	-4	-6%	u	-5%
69	Cc1nc2ccc(NC(=O)CCC3CCCC3)cc2s1	97*	128%[activator]	45*	-1%	74%[activator]	2%
70	Cc1ccc(C(=O)Nc2ccc(S(=O)(=O)NCc3ccco3)cc2)cc1	36*	13%	38*	u	x	-4%
71	Cc1ccc(-n2nc(C(=O)O)nc2-c2ccccc2)cc1	-6	u	-3	-4%	x	3%
72	O=C(CCN1C(=O)COc2ccccc21)NCc1cccnc1	12	u	-2	-5%	8%	-4%
73	CCn1c(SCC(=O)Nc2ccc(N3CCOCC3)cc2)nnc1-c1ccncc1	-12	22%	11	11%	17%	x
74	Cc1cccc(-n2c(SCC(N)=O)nnc2-c2ccccn2)c1C	-20	-15%	1	15%	-5%	-3%
75	FC(F)(F)c1ccc(Sc2nnc(-c3cccs3)n2CC2CCCO2)nc1 (stereo unspecified)	-8	x	1	-5%&-5%	0%	2%
76	O=C(NC1CC1)c1sccc1-n1cccc1	-14	x	-2	7%	17%	4%
